SW480 rerep: DNA re-replication induction in SW480 cells; SW480 DNA re-replication, Hoechst DNA content imaging, 48 h; Potency, µM (top dose mostly 46.1 µM), for inactives: top-dose re-replication activation, most hits filed as activators; 340,000 compounds, 1.8% hits; further: % of control where 0% means no effect; nearly all actives have a fitted effect of over 55% in size
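Quantitative HTS format with DMSO vehicle controls; 48 hr drug incubation at 37 C, then 40 min Hoechst staining and scanning imager measurement at 405 nm excitation.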
GLP1R inv ag: inverse agonists of human GLP-1 receptor; HEK293 GLP-1R CRE-luciferase, luminescence, 24 h; GLP-1R form is constitutively active; AID 624417; 410,000 compounds, 1.6% hits; Potency, µM (doses to about 38.3 µM), for inactives: at the top dose activity change, negative = inhibition, usual class: inhibitors; P43220; further: on the % scale 0 is the no-effect control and ±100 the full control effect; nearly all actives have a fitted effect of over 55% in size
Target sequence (P43220 whole entry, looked up): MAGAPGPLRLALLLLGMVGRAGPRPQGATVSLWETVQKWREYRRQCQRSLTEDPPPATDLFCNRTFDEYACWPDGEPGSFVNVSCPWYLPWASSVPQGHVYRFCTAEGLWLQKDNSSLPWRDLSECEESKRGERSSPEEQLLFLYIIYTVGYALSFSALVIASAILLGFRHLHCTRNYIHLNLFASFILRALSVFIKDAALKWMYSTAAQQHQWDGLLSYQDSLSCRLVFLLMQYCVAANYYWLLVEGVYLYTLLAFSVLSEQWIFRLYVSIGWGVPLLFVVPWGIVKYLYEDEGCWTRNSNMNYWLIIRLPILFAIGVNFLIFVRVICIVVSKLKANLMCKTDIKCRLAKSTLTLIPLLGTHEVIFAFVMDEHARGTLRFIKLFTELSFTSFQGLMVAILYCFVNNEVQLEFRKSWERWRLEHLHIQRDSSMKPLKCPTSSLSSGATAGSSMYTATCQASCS
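Seeding at 200 cells/uL, 12 h culture, 24 hr compound treatment, then luciferase reagent and a luminescence read; cells are HEK293 stably expressing a constitutively active GLP-1R plus cAMP-responsive luciferase.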
TDP43 rescue: inhibitors of TDP-43 toxicity in yeast. TDP-43 expressing yeast growth rescue, BacTiter-Glo, 24 h. Potency, µM (titrated, usually from 46.1 µM), inactives show at the highest dose growth rescue (activation), actives largely listed as activators. 410,000 compounds, 1.8% hits; further: % of control where 0% means no effect; nearly all actives have a fitted effect of over 50% in size
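Yeast cells expressing TDP-43 under galactose induction are exposed to compounds for 24 hr at 30 deg C. BacTiter-Glo luminescence measures growth, so protective compounds score as activators.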
KB-V1 MDR tox: KB-V1 MDR subline cytotoxicity; KB-V1 MDR cells viability, CellTiter-Glo, 72 h; Potency, µM (titrated, usually from 46.1 µM), for the others: at the top dose activity change, negative = cytotoxicity, actives largely listed as cytotoxic; 400,000 compounds, 3.4% hits; AID 1347076; further: on the % scale 0 is the no-effect control and ±100 the full control effect; nearly all actives have a fitted effect of over 60% in size
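Following 72 h at 37 degrees C with compound, KB-V1 cell viability was read by CellTiter-Glo luminescence, medium being phenol-red-free DMEM plus 10% FBS; concentration-response parameters came from normalized, curve-fitted qHTS data.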
KB-3-1 cytotox: KB-3-1 parental cell cytotoxicity; KB-3-1 viability, CellTiter-Glo ATP luminescence, 72 h; Potency, µM (top dose mostly 46.1 µM), inactives show at the top dose activity change, negative = cytotoxic, hits mostly cytotoxic; 400,000 compounds, 1.4% hits; AID 1347075; further: on the % scale 0 is the no-effect control and ±100 the full control effect; nearly all actives have a fitted effect of over 60% in size
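Cytotoxicity in the drug-sensitive parental line KB-3-1 was scored as loss of CellTiter-Glo luminescence following 72 h incubation with compound. Values come from curve fitting of normalized concentration-response data.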
HT1080 IDH1KD tx: toxicity to HT-1080 IDH1 knockdown cells (counter line); Potency, µM (highest dose often 46.1 µM), inactives show at the top dose activity, negative = toxicity, hits mostly cytotoxic; 360,000 compounds, 2% hits; HT-1080 IDH1 knockdown viability, ATP luminescence, 48 h;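 further: 0% = DMSO wells and -100% = cell-free medium wells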
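Viability of IDH1-knockdown HT-1080 fibrosarcoma cells was assessed by CellTiter-Glo after 48 h at 37 °C with titrated compound; concentration-effect curves were classified by fit quality and response size.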
HT1080NT lethal: kills 2HG-producing HT-1080-NT fibrosarcoma cells; HT-1080-NT fibrosarcoma viability, CellTiter-Glo ATP luminescence, 48 h; Potency, µM (series often up to 46.1 µM), for inactives: top-dose activity, negative = less viability, actives largely listed as cytotoxic; 360,000 compounds, 1.6% hits; AID 686970;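 further: NT is the 2HG producing partner of a matched IDH1 knockdown line; 0% = DMSO-treated cells and -100% = media-only wells without cells; nearly all actives have a fitted effect of over 55% in size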
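A 48-hour cytotoxicity screen used HT-1080-NT cells plated 2 hours before compound delivery. ATP-based CellTiter-Glo luminescence measured viability, normalized to DMSO and no-cell controls.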
HEK293 tox: cytotoxic in the GLP-1 receptor inverse agonist counter-screen | Potency, µM (highest dose often 38.3 µM), inactives show top-dose activity change, negative = inhibition, usual class: inhibitors | HEK293 cAMP-luciferase reporter cells, luminescence, 24 h | 410,000 compounds, 0.13% hits;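 further: loss of luciferase light is scored as toxicity; on the % scale 0 is the no-effect control and ±100 the full control effect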
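Luminescence readout: signal drop marks cytotoxicity. Plated cells grew 12 h at 37 °C, 5% CO2, received 23 nL compound for 24 h, then got luciferase reagent, read after 12 min at RT.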
GLP-1R agonist: agonists of human GLP-1 receptor. P43220. HEK293 GLP-1R CRE-luciferase, luminescence, 4-6 h; cells express a hypersensitive GLP-1R form. Potency, µM (top dose mostly 45.6 µM), without a hit: at the top dose activation, hits mostly activators. 380,000 compounds, 0.007% hits; further: % of control where 0% means no effect
An asterisk follows results filed as active; ? = inconclusive; nt = no result given; & = joins results of further samples; [ ] = dose if it differs, or a comment. The call rests on the fitted dose curve; in most records, active means well fitted curve in the direction sought with a large enough effect; inconclusive means small, poorly fitted or top-dose-only effect, or another doubt; inactive means no such curve, though single readings can be large; an effect the other way counts as inactive or inconclusive. Potency means the concentration at half of the fitted maximal effect.

Value order – SW480 rerep, GLP1R inv ag, TDP43 rescue, KB-V1 MDR tox, KB-3-1 cytotox, HT1080 IDH1KD tx, HT1080NT lethal, HEK293 tox, GLP-1R agonist
> O=C(CN1CCN(c2ccc(O)cc2)CC1)Nc1ccc(-c2ccccc2)cc1
    7%, ?, -12%, ?, -9%, -5%, -12%, -16%, 11%
> COc1cc(OC)c(C2SCCCS2)cc1OC
    -1%, 13%, 35µM*, -6%, 3%, -6%, -7%, -1%, 2%
> CCOC(=O)c1ccc(N2C(=O)CC(N(C)CCc3ccc(OC)c(OC)c3)C2=O)cc1 (stereo not given)
    -16%, 7%, ?, 23%, 1%, -1%, -3%, -12%, -2%
> Nc1nc(SCc2ccc(Br)cc2)[nH]c(=O)c1-c1ccccc1
    17%, -5%, 0%[9.22 µM], -3%, -17%, -18%, 1%, -4%, 21%
> Cc1sc2ncnc(SC(C)C(=O)N3c4ccccc4Sc4ccccc43)c2c1C (stereo not given)
    6%, 8.9µM*, -21%, ?, ?, 8%, 6%, -12%, 0%
> COc1ccccc1C(=O)NNC(=O)CN1C(=O)c2ccccc2C1=O
    1%, 9%, 9%, 11%, 9%, 12%, 4%, 2%, -11%
> Cn1c(-c2ccc(Cl)cc2)cnc1NCc1cc2c(cc1[N+](=O)[O-])OCO2
    -1%, 4µM*, -23%, ?, -23%, -4%, -13%, ?, -2%
> CCc1ccc(NS(=O)(=O)c2ccc(C(=O)N(C)C)s2)cc1
    nt, 5%, 4%, 7%, -1%, nt, nt, -10%, nt
> O=C(NCc1ccccc1)C1=C[C@H](c2coc3ccccc3c2=O)C[C@H](OCCCCO)O1
    -24%[9.22 µM], 2%, -1%, 3%, -9%, -11%, -5%, 2%, 10%
> Cc1c2cnn(-c3ccccc3)c(=O)c2c(C)n1C(C)C(=O)Nc1ccc(Br)cc1F (stereo not given)
    nt, -2%, 16%, ?, 6%, nt, nt, 6%, nt
> O=C(NCCC(c1ccccc1)c1ccccc1)c1cnc2sccn2c1=O
    -50%[inhibitor], 0%, 17%, -20%, 1%, -7%, -2%, 1%, 3%
> CC(C)(C)c1cc(C(=O)NNC(=O)Nc2ccccc2)n(Cc2ccccc2)n1
    -1%, ?, 16%, -26%, 2%, 1%, -12%, -8%, 4%
> Cc1cccc(NC(=S)NC(C)CCc2ccccc2)c1 (stereo not given)
    1%, ?, ?, -11%, -18%, 0%, -10%, ?, 11%
> Nc1ccc2c(c1)Cc1cc(N)c(Br)cc1-2
    ?, 51%[activator], 20%, ?, ?, 13%, 11%, -38%, 19%
> CCOc1cc(N2CCOCC2)c(OCC)cc1NC(C)C(=O)N1CCC(C)CC1 (stereo not given)
    0%, 17%, -7%, -5%, 2%, 2%, 1%, -5%, 3%
> COc1ccc(NS(=O)(=O)c2ccc(NS(C)(=O)=O)cc2)cc1
    18%, 0%, 0%, -20%, -9%, -1%, 1%, -14%, 4%
> O=C(Nc1ccccc1Cl)c1cc(S(=O)(=O)N2CCOCC2)cs1
    -1%, 18%, -3%, -2%, -2%, 0%, 8%, 2%, 4%
> CCOc1ccc(/C(O)=C2/C(=O)C(=O)N(CC3CCCO3)C2c2ccc(C)o2)cc1 (stereo not given)
    -3%, 10%, 1%, -9%, 17%, 12%, 3%, -2%, 0%
> CNC(=O)C1CN(C(=O)c2nn(Cc3ccccc3)c(=O)c3ccccc23)c2ccccc2O1 (stereo not given)
    nt, -12%, 11%, 0%, ?, -1%, 1%, -1%, 3%
> CCC1(CC)NC(=O)N(CC(=O)Nc2ccc(C)cc2C)C1=O
    -4%, 8%, 0%, 9%, -3%, 2%, -1%, -11%, 0%
> CCCCOC(=O)Nc1nc(CC(=O)OCC)cs1
    1%, 0%, 27%, -23%, 2%, 0%, -3%, 5%, 1%
> O=S(=O)(NC1=NCCCCC1)c1ccc(F)cc1F
    -2%, -8%, 4%, -17%, -6%, 1%, 4%, -19%, -9%
> Cc1oc(-c2ccccc2)nc1C(=O)OCC(=O)NCc1ccc(F)cc1
    nt, 13%, 6%, -11%, 8%, 8%, 0%, 0%, -1%
> Cc1cc(C(=O)N2CCN(c3cccc(Cl)c3)CC2)c2c(C)nn(-c3ccccc3Cl)c2n1
    nt, ?, 20µM*, 3%, -14%, nt, nt, -6%, -3%
> C[C@@H](C(=O)Nc1ccc2c(c1)OCCO2)n1nnc2ccccc2c1=O
    -1%, -13%, 9%, -1%, 6%, 7%, -2%, -13%, -5%
> CCCn1ccc2c(OCC(=O)NCc3ccc(F)cc3)cccc2c1=O
    nt, -7%, ?, 6%, 2%, nt, nt, 8%, nt
> CCN(C(=O)CSc1nc2nc(C)cc(C)n2n1)c1ccccc1
    1%, 3%, -19%, ?, 9%, ?, -8%, 7%, 1%
> CCC1CCCCN1C(=O)Cn1c(C(=O)OC)cc2ccsc21 (stereo not given)
    4%, 0%, -12%, -16%, -1%, 1%, 12%, -21%, -5%
> Cc1nn(CC(=O)NC2CCS(=O)(=O)C2)c(C)c1[N+](=O)[O-] (stereo not given)
    1%, -1%, -15%, -17%, 3%, 0%, -7%, 19%, -2%
> Cc1ccc(CNC(=O)Cn2ccc(NC(=O)OCc3ccccc3)nc2=O)o1
    -18%, -4%, 0%, 16%, 10%, 15%, -4%, -11%, -1%
> CN(C)c1ccc(C=C2C=C(c3ccccc3)OC2=O)cc1
    nt, -2%, 9%, -4%, -12%, -2%, -5%, 0%, -2%
> OCCOCCn1c(C(CO)Nc2nc(-c3ccc(Cl)cc3)cs2)nc2ccccc21 (stereo not given)
    ?, -15%, 2%, 3%, 11%, -20%, -20%, 1%, 23%
> COCCNC(=O)c1ccccc1-c1nc(-c2ccccc2Cl)no1
    -9%, -3%, 0%, ?, -1%, -3%[9.24 µM], -1%, -1%, 5%
> Fc1ccc(-c2csc(Nc3ccccn3)n2)cc1
    ?, ?, 11µM*, -6%, 4%, -26%, 0%, 0%, -1%
> CCn1c(SCC(=O)N(C)CCC#N)nc2cc(S(=O)(=O)N3CCOCC3)ccc21
    -5%, 6%, -3%, 3%, 3%, 0%, 2%, 8%, -4%
> Cc1c(C)c2cc3c(c(C)c2oc1=O)OCN(CCc1ccc(F)cc1)C3
    nt, -6%, 3%, -20%, -4%, nt, nt, 47%[activator], nt
> Cc1ccc(N2CC(C(=O)OCc3ccc([N+](=O)[O-])cc3)CC2=O)cc1 (stereo not given)
    -4%, -10%, -9%, 14%, 6%, 11%, 8%, 2%, -1%
> Cc1ccc(CS/C(Nc2ccccc2C)=C(\C#N)C(N)=O)c(C)c1
    20%, ?, ?, ?, -2%, -4%, -10%, 11%, 20%
> O=C(CCC(=O)c1cccs1)OCC(=O)c1ccccc1F
    2%, 11%, -4%, -2%, 1%, -1%, -3%, -8%, -4%
> O=C(NS(=O)(=O)Oc1ccc(F)cc1F)OC[C@@H]1CCCN2CCCCC12 (stereo not given in full)
    -7%, 4%, -18%, ?, 2%, -2%, 0%, 13%, 0%
> CCOc1ccccc1Oc1cn[nH]c1-c1ccc(OC)cc1O
    0%, ?, 22µM*, ?, ?, ?, ?, -25%, -1%
> CN(CC(=O)Nc1ccc(C(N)=O)cc1)S(=O)(=O)c1ccc2c(c1)OCCO2
    -1%, 27%, -18%, 2%, -5%, 0%, 0%, -6%, 1%
> Cc1ccccc1C(=O)NC1CC2CCCC(C1)N2Cc1ccccc1Cl (stereo not given)
    nt, 5%, 7%, -13%, 3%, 9%, 12%, 2%, -5%
> Cc1ccc(-c2nc3c(c(=O)[nH]c(=O)n3CC(C)C)n2CC(C)C)cc1[N+](=O)[O-]
    24%, 4%, 18%, ?, 17%, -9%, -26%, -5%, 22%
> Cc1cc(C)c(NC(=O)COCc2cc(-c3cccs3)on2)c(C)c1
    nt, -30%, ?, -1%, 3%, nt, nt, -9%, nt
> Cc1ccc(CCNC(=O)CCS(=O)(=O)c2ccc3c(c2)oc(=O)n3C)cc1
    1%, 6%&-8%, -23%&13%, 7%&10%, 0%&18%, -16%, -2%, -3%&-3%, 0%
> O=C(O)c1ccccc1-n1cnnn1
    -17%, 4%, -9%, 8%, -6%, 17%, 7%, -6%, 2%
> CNC(=S)Nc1ccc(OCc2ccccc2)cc1
    -23%, -14%, 23%, ?, 9%, 4%, 13%, 0%, 0%
> O=C(N/N=C1/CC2CCC1C2)c1cc2ccccc2cc1O (stereo not given)
    ?, 8%, 14%, -5%, ?, ?, ?, 0%, -6%
> O=C(Cn1ncc2c([nH]c3ccccc32)c1=O)N1CCCCC1
    -14%, 8%, -1%, 16%, 24%, -3%, 0%, 6%, 3%
> O=C(O)c1cccc(NC(=S)NC(NC(=O)c2ccco2)C(Cl)(Cl)Cl)c1 (stereo not given)
    -3%, 11%, 1%, ?, -9%, 2%, -3%, 1%, -1%
> CCCCn1c2ccccc2c2nnc(SCCN3CCCCC3)nc21
    0%, 4%, -2%, -7%, -19%, 1%, -3%, 0%, 12%
> O=C(CNc1cccc(F)c1)Nc1cccc(S(=O)(=O)N2CCCCC2)c1
    -52%[inhibitor], ?, -12%, 2%, 4%, 2%, 21%, -4%, 2%
> COc1cccc(C2=CC(c3ccc(OC)c(OC)c3OC)n3ncnc3N2)c1 (stereo not given)
    nt, 4%, ?, -7%, -6%, nt, nt, 182%[activator], nt
> c1ccc(-c2nc3cnccn3c2Nc2ccc3c(c2)OCCO3)cc1
    0%, -31%, ?, -11%, 2%, -10%, -2%, -11%, 9%

In the list so far, these contain bromine:
Value order – SW480 rerep, GLP1R inv ag, TDP43 rescue, KB-V1 MDR tox, KB-3-1 cytotox, HT1080 IDH1KD tx, HT1080NT lethal, HEK293 tox, GLP-1R agonist
> Nc1nc(SCc2ccc(Br)cc2)[nH]c(=O)c1-c1ccccc1
    17%, -5%, 0%[9.22 µM], -3%, -17%, -18%, 1%, -4%, 21%
> Cc1c2cnn(-c3ccccc3)c(=O)c2c(C)n1C(C)C(=O)Nc1ccc(Br)cc1F (stereo not given)
    nt, -2%, 16%, ?, 6%, nt, nt, 6%, nt
> Nc1ccc2c(c1)Cc1cc(N)c(Br)cc1-2
    ?, 51%[activator], 20%, ?, ?, 13%, 11%, -38%, 19%

Screens: PubChem BioAssay, National Center for Advancing Translational Sciences (NCATS)
